GRIN3A LBD mod: NR3A (human) ligand-binding domain modulation | Tm shift relative to glycine control, % at 25 µM | NR3A LBD differential scanning fluorimetry, Tm shift; 0% = protein alone, 100% = glycine-bound protein | actives 2.5% (n = 340,000);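 active = melting temperature shift of at least 10% of the positive control shift, at one fixed dose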
SENP6 inh: blocks the human protease SENP6; actives 1.8% (n = 330,000); Recombinant SENP6 catalytic domain, aminoluciferin luminescence; Q9GZR1; inhibition, % at 10 µM; AID 2599;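 active = inhibition above about 50% at the single tested dose, limit read from the data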;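 also: plate controls were DMSO wells with enzyme for no effect and DMSO wells lacking enzyme for full effect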
Target sequence (Q9GZR1 628-1112 limits assumed): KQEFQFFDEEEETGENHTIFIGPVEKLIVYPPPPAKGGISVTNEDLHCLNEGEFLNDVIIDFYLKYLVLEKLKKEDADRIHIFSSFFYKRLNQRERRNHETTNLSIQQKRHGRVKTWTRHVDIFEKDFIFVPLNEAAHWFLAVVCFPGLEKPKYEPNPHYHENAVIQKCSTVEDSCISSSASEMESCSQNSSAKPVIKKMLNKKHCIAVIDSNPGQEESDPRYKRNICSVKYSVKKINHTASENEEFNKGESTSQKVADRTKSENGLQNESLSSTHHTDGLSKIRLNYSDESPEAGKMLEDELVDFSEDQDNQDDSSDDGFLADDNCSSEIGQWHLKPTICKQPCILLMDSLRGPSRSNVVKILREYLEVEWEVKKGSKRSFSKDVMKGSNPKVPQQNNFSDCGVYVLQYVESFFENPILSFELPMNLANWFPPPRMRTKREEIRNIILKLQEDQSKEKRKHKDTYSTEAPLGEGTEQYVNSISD
PfGluPho inh: PfG6PD (Plasmodium falciparum) enzyme inhibition. PfGluPho enzyme, NADPH resazurin-diaphorase fluorescence. inhibition, % at 20 µM. actives 0.78% (n = 350,000);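 active = inhibition reaching at least a set limit at 20 µM in the primary screen, cut at about 59% in these data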;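 also: 0% = DMSO wells with substrate and 100% = DMSO wells lacking glucose-6-phosphate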
SENP7 inh: SENP7 protease inhibition; inhibition, % at 5 µM; actives 1.5% (n = 330,000); Q9BQF6; recombinant SENP7, Z-RLRGG-aminoluciferin luminescence, 40 min;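 active = inhibition above about 50% at the single test dose, limit read from the data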;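 also: plate controls were DMSO with enzyme for no effect and no enzyme buffer wells for full effect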
MPTP block: permeability transition pore inhibition | isolated mouse mitochondria, Ca2+ swelling absorbance, 30 min | inhibition, % at 10 µM | actives 1.4% (n = 360,000);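 active = inhibition of 50% or more, scaled per plate between neutral and stimulator controls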;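 also: 0% = DMSO wells given calcium and 100% = 1 mM EGTA wells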
HKDC1 inhibitor: inhibitors of human hexokinase HKDC1 | Q2TB90 | recombinant HKDC1, G6PDH/diaphorase resazurin coupled fluorescence | inhibition, % at 20 µM | actives 0.16% (n = 340,000);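 active = inhibition above about 35% when tested at 20 µM, limit read from the data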;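 also: plate controls were DMSO wells with enzyme for no effect and DMSO wells lacking enzyme for full effect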
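test system = in-house recombinant HK5 (HKDC1) enzyme | amount = HKDC1 at 5 µg/mL | control set = DMSO-enzyme wells negative, buffer-substituted wells positive | compound = one dose of 20 µM, 1% DMSO | schedule = reaction time 90 min, room temperature, protected from light | technique = resorufin fluorescence at 613 nm | reagent = glucose with 1 mM ATP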
SENP8 inh: inhibitors of human SENP8 protease. Q96LD8. recombinant SENP8, Nedd8 substrate fluorescence. inhibition, % at 20 µM. actives 0.64% (n = 360,000); in the data active = inhibition mostly above about 40%, no sharp cut-off; inactive = mostly below about 27%
Target sequence (Q96LD8 whole entry, looked up): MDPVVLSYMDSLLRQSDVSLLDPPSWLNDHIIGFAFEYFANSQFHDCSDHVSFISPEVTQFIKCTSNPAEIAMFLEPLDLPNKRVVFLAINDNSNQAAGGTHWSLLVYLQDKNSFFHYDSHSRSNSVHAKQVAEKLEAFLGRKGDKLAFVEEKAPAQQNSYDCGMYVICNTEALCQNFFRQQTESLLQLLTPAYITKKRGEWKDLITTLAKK
ATG4B inhibitor: blocks human ATG4B protease cleavage of LC3 substrate; actives 0.51% (n = 340,000); inhibition, % at 8.33 µM; ATG4B cleavage of LC3-PLA2, NBD-HPC fluorescence, 1 h; in the data active = inhibition above about 40%
Target sequence (Q9Y4P1 whole entry, looked up): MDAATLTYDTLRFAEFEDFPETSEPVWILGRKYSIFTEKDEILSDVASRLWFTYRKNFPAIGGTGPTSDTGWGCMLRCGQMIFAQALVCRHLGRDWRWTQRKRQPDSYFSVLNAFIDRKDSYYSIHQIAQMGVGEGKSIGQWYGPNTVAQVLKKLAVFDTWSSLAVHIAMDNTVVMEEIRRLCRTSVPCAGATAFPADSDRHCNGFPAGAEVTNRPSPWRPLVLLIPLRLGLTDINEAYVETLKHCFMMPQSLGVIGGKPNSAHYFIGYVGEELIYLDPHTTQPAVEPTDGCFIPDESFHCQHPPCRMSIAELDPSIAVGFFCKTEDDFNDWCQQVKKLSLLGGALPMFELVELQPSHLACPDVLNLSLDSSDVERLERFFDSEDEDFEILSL
The depositor's hits bear a star.

SMILES	GRIN3A LBD mod	SENP6 inh	PfGluPho inh	SENP7 inh	MPTP block	HKDC1 inhibitor	SENP8 inh	ATG4B inhibitor
COc1ccc(C2CC(C(F)(F)F)n3nc(C(=O)NCCN4CCOCC4)cc3N2)cc1 (stereo not drawn)	0.6	6.6	-4.2	-2.5	-2.7	-6.0	0.4	-3.5
N#C/C(=C\c1ccc[nH]1)S(=O)(=O)c1ccccc1	0.4	-21.1	-3.2	-7.0	-3.0	-6.1	12.0	-5.5
O=C(c1ccc(S(=O)(=O)Nc2cccc(C(F)(F)F)c2)cc1)N1CCN(c2ccccc2O)CC1	6.7	-2.0	0.8	-8.5	1.9	1.8	8.5	-10.9
CN(C)CCCNC(=O)c1ccc(Cl)c(S(=O)(=O)N(C)c2ccccc2)c1	0.6	5.6	5.0	-0.8	0.1	2.1	16.3	-4.3
Cc1ccc2c(c1)[C@@H]1CN(C)CC[C@@H]1N2S(=O)(=O)c1ccc([N+](=O)[O-])cc1	-6.3	1.4	22.6	-10.1	1.0	-6.6	24.4	-2.3
COc1ccc(-c2nnc(SCC(=O)Nc3nc4ccccc4s3)n2C)cc1	0.8	-4.2	1.6	0.8	-3.1	-4.0	11.6	-14.3
CC1(C)Oc2ccccc2OC1(O)c1ccc2ccccc2n1 (stereo not drawn)	-1.3	0.1	1.2	3.0	-0.2	-3.8	30.6	10.7
COc1ccc(NC2CCCN(C(=O)c3c(C)noc3C)C2)cc1 (stereo not drawn)	-0.5	6.0	1.2	-7.8	0.6	5.2	9.3	4.4
CCC(C)NC(=O)[C@H]1N2C(=O)c3ccccc3C2SC1(C)C (stereo partly drawn)	-0.5	-2.5	-1.4	10.1	-0.2	1.2	21.1	-11.3
CN(C)c1ccc(-c2nc3cc(N)ccc3o2)cc1	-4.6	92.8*	21.7	95.0*	1.5	13.2	-448.7	-8.7
CCN1CCN(c2ncnc3c2cnn3-c2ccccc2)CC1	-1.3	-0.9	-7.2	8.2	1.3	-1.5	11.2	-11.1
C=CCn1c(O)c(N=NC(=O)CNC(=O)c2ccncc2)c2ccccc21	-1.9	4.3	-0.7	8.0	-0.1	0.3	27.9	2.7
Cc1c(-c2ccc(F)cc2)nc(N)c(C#N)c1-c1ccco1	0.6	5.4	8.8	-1.5	4.2	-3.8	-268.8	-0.1
O=C1C=C(c2cccc(OCc3ccccc3)c2)C[C@@H](c2ccc3c(c2)OCO3)C1	0.6	-1.9	8.8	-1.9	2.4	-3.1	5.1	-4.4
C/C(CC(=O)Nc1ccccn1)=N\NC(=O)C(=O)Nc1ccccc1C	-1.8	4.9	-16.4	5.7	-0.3	-2.1	4.6	-6.2
COc1ccc(CNC(=O)c2ccc(S(=O)(=O)N3CCCC3)cc2)cc1OC	-3.4	-9.6	-4.0	9.4	-2.2	-8.3	13.1	5.3
COCc1c(C(=O)OCc2c(C)noc2C)oc2ccccc12	-1.7	-15.5	5.7	-19.0	-0.2	-7.0	4.0	4.2
O=C(Cn1ncc2c(=O)oc3ccccc3c21)N1CCCN(Cc2ccccc2F)C1	0.1	-14.1	-12.9	-0.8	-1.8	0.2	7.3	7.1
COc1cccc(CNC(=O)C(Cc2ccccc2)n2cccc2)c1 (stereo not drawn)	2.4	-10.0	5.3	7.5	3.6	-3.9	18.5	4.0
COc1cc2c(cc1OC)CN(C(=O)CC1CC3CCC1C3)CC2 (stereo not drawn)	3.1	4.5	-7.5	0.7	1.7	10.3	25.0	-0.2
O=C(O)c1ccccc1C(=O)c1ccc(Cl)cc1	0.2	-32.3	8.3	1.6	0.1	-7.4	22.3	1.5
CCSc1cc(N2CCCC2)nc(-c2ccccc2Cl)n1	-3.7	4.9	0.4	4.5	-2.1	-7.8	14.6	8.2
COc1cc(C)c(C(=O)CC(=O)c2c(C)cc(OC)cc2C)c(C)c1	1.0	-2.6	-33.7	-2.8	-1.8	-9.7	10.3	3.8
O=C(CCNc1ccc(Cc2ccncc2)cc1)c1ccc([N+](=O)[O-])cc1	-5.5	-0.1	5.9	5.6	75.2*	0.6	31.0	1.1
O=C(CSc1nnc(-c2ccc(F)cc2)c2ccccc12)Nc1ccccc1	-6.8	-16.3	1.8	-8.7	0.2	-3.0	12.5	-14.8

Gathered by group, those above containing fluorine
SMILES	GRIN3A LBD mod	SENP6 inh	PfGluPho inh	SENP7 inh	MPTP block	HKDC1 inhibitor	SENP8 inh	ATG4B inhibitor
COc1ccc(C2CC(C(F)(F)F)n3nc(C(=O)NCCN4CCOCC4)cc3N2)cc1 (stereo not drawn)	0.6	6.6	-4.2	-2.5	-2.7	-6.0	0.4	-3.5
O=C(c1ccc(S(=O)(=O)Nc2cccc(C(F)(F)F)c2)cc1)N1CCN(c2ccccc2O)CC1	6.7	-2.0	0.8	-8.5	1.9	1.8	8.5	-10.9
Cc1c(-c2ccc(F)cc2)nc(N)c(C#N)c1-c1ccco1	0.6	5.4	8.8	-1.5	4.2	-3.8	-268.8	-0.1
O=C(Cn1ncc2c(=O)oc3ccccc3c21)N1CCCN(Cc2ccccc2F)C1	0.1	-14.1	-12.9	-0.8	-1.8	0.2	7.3	7.1
O=C(CSc1nnc(-c2ccc(F)cc2)c2ccccc12)Nc1ccccc1	-6.8	-16.3	1.8	-8.7	0.2	-3.0	12.5	-14.8

Later entries.
SMILES	GRIN3A LBD mod	SENP6 inh	PfGluPho inh	SENP7 inh	MPTP block	HKDC1 inhibitor	SENP8 inh	ATG4B inhibitor
O=C(CSc1nnc(SCc2ccccc2)s1)NNC(=S)Nc1ccccc1	6.3	1.6	-13.9	-2.1	29.9	-11.9	16.4	8.8
O=C(CCNc1n[nH]c(=O)[nH]c1=O)N/N=C\c1cccc(OCc2ccccc2)c1	-1.4	7.0	2.2	-4.0	-0.1	2.2	30.7	13.6
Cc1ccc(C)c(C(=O)CN2C(=O)C(=O)N(C3CCCC3)C2=O)c1	-0.8	12.8	7.7	5.0	0.7	-6.0	11.2	-2.4
COc1cc(C2C(C#N)=C(N)Oc3n[nH]c(-c4cccnc4)c32)cc(Br)c1O (stereo not drawn)	-2.8	0.9	4.3	-5.1	-1.0	5.8	11.2	11.3
CC1(c2nnc(-c3ccncc3)o2)CC(c2cccc(Cl)c2)=NO1 (stereo not drawn)	-0.3	8.5	6.4	-2.9	-0.4	-4.4	-5.1	-10.8
CCc1ccccc1NC(=O)CCCN1C(=O)c2cccnc2C1=O	-3.2	3.8	0.1	6.0	0.4	-3.3	10.6	0.1
COc1cccc(C(=O)Nc2cc(=O)n(C)c(=O)n2C)c1OC	0.6	-5.2	-9.3	-0.7	0.1	-7.0	9.5	1.4
Cc1ccc(C)c(NC(=O)CN2C(=O)CC(C)S(=O)(=O)c3ccccc32)c1 (stereo not drawn)	2.3	-19.8	-12.0	9.5	0.0	4.6	12.5	2.4
CCn1ncc(N(C)N)c(Cl)c1=O	-1.8	-4.8	0.4	3.5	-0.3	-9.2	8.5	-4.3
CCCn1c2ccccc2c2cnn(CC(=O)NC(C)CC)c(=O)c21 (stereo not drawn)	-2.7	-2.2	0.3	-3.1	-1.1	-6.6	-31.4	0.7
O=C(N/N=C/c1cc2cc3c(cc2nc1Cl)OCO3)c1ccncc1	3.1	-31.3	16.1	1.6	0.5	2.8	-278.2	-5.5
COc1cccc(CNC(=O)CCNC(=O)C2CCN(S(=O)(=O)c3ccccc3)CC2)c1	-1.4	9.2	-11.2	-0.7	-1.5	3.3	18.3	2.1
O=C(NC12CC3CC(CC(C3)C1)C2)N1CCN(S(=O)(=O)c2ccc(Cl)cc2)CC1	-10.1	2.0	4.1	6.3	21.4	-1.6	12.8	-9.6
COc1ccc(OC)c(C(=O)COC(=O)c2cc(C)oc2C)c1	4.7	-1.9	5.0	-1.2	60.0*	-2.1	-241.8	9.3
Fc1ccc(/C=N/NC(=S)Nc2cccnc2)cc1	1.3	-6.7	-7.2	-3.7	-0.4	-4.2	7.7	-0.5
COC(=O)c1ccccc1NC(=O)Oc1ccc(C(C)C)cc1	2.1	5.9	0.6	1.4	4.6	-6.2	-91.6	3.1
CCCCn1cc(S(=O)(=O)c2ccccc2)c(=O)c2cc(C)ccc21	-0.1	15.2	4.5	-10.3	-0.4	-4.9	13.1	-8.5
CC(C)CC(=O)NC1(C(F)(F)F)C(=O)Nc2c1c(=O)[nH]c(=O)n2Cc1ccco1 (stereo not drawn)	2.8	-4.1	8.4	-10.8	5.0	-3.9	-21.6	-5.6
Cc1c(C(=O)N2CCCc3ccccc32)oc2ccccc12	-2.2	-24.7	14.0	-14.6	-2.0	-1.6	-3.8	38.5
NC(=O)CSc1nnc2n(-c3ccccc3)c(=O)c3c4c(sc3n12)CCCCC4	-0.9	-3.3	20.3	4.5	-0.8	1.1	13.3	-17.6
CC(CNC(=O)c1cncc(O)c1)NC(=O)c1cncc(O)c1 (stereo not drawn)	-0.2	16.2	4.9	4.4	4.5	-5.1	-12.4	-1.4
Cn1nnnc1SCc1nc2scc(-c3ccc(Cl)cc3)c2c(=O)[nH]1	0.8	-0.4	5.1	-1.4	11.4	-2.6	-18.8	0.1
CCOc1ccc(OC(=O)NC(c2ccccc2)C(Cl)(Cl)Cl)cc1 (stereo not drawn)	-6.3	-4.1	5.3	2.3	3.2	-0.3	25.5	-13.6
COc1ccc(-c2c(NC(=O)c3ccco3)n(C)c3ccccc3c2=O)cc1	0.3	2.8	5.6	-8.1	-3.0	-6.3	10.5	10.4
COCc1cc(C)nc(OCC(=O)N/N=C/c2ccc(-c3cc([N+](=O)[O-])ccc3C)o2)c1C#N	1.4	-25.9	-5.2	-5.7	-0.2	-1.1	24.9	-9.5

(next part)
SMILES	GRIN3A LBD mod	SENP6 inh	PfGluPho inh	SENP7 inh	MPTP block	HKDC1 inhibitor	SENP8 inh	ATG4B inhibitor
CCOC(=O)NC(NC(=O)OCC)C(=O)c1ccccc1	-0.1	-4.9	-9.6	-6.0	-0.2	4.4	6.9	3.0
CCC(=O)N1CCNC(=O)C1CC(=O)Nc1ccc(C)c(Cl)c1 (stereo not drawn)	0.5	-0.6	5.0	0.3	-0.6	4.2	20.5	-4.1
CCCCCn1c(SCCCC)nc2c1c(=O)[nH]c(=O)n2C	-2.2	-0.9	34.9	9.8	4.4	2.4	6.6	-3.8
OCCNCC12CC3CC(CC(C3)C1)C2	0.8	-1.4	7.8	8.5	-2.3	-1.1	-0.4	-10.4
CC(=O)CC(=O)NC(=NC1CCCCC1)Nc1nc(C)cc(C)n1	0.0	-7.4	-24.0	-7.6	1.8	6.2	4.0	-10.3
COc1ccc(OC)c(S(=O)(=O)N2CCCC(C(=O)NCc3ccccn3)C2)c1 (stereo not drawn)	-0.1	-13.9	-4.3	4.2	1.4	-5.8	11.2	-12.4
Cn1cccc1C(=O)OCC(=O)Nc1cc(C(C)(C)C)nn1-c1ccccc1	0.2	-8.4	-7.0	0.3	1.0	-1.4	9.8	-0.8
CCOc1cc2c(C#N)c(N3CCCCC3)nc(N)c2c(N)n1	-2.8	69.2*	27.4	29.3	0.3	19.3	-327.0	6.8
Cc1nc2n(n1)CC(O)CS2 (stereo not drawn)	-2.1	-7.8	-11.4	0.6	0.3	-1.7	11.7	4.6
COc1cnc(SCCC(F)=C(F)F)[nH]c1=O	-0.9	-5.2	-3.0	-2.9	0.3	-4.5	5.8	-1.4
COC(=O)c1c(C)c2c(C)cc3ccccn3c-2c1C(=O)OC	-0.2	-13.0	10.1	1.8	-1.4	-4.0	-56.9	6.7
CCc1cc(-c2[nH]ncc2-c2ccc3c(c2)OCO3)c(O)cc1O	23.9*	-6.7	55.1	-1.1	5.3	-0.6	-24.5	-11.0
CCOC(=O)C1CCCN(C(=O)c2ccc(OCC)cc2)C1 (stereo not drawn)	0.9	-13.1	1.8	-2.5	0.5	6.1	16.8	0.2
CN(C)CCCN(C(=O)c1ccc([N+](=O)[O-])s1)c1nc2cc3c(cc2s1)OCCO3	-1.2	46.7	29.7	5.1	-1.5	0.8	18.9	-16.5

Just SENP6 inh and MPTP block (3 entries from above):
Compound	SENP6 inh	MPTP block
Cn1cccc1C(=O)OCC(=O)Nc1cc(C(C)(C)C)nn1-c1ccccc1	-8.4	1.0
COC(=O)c1c(C)c2c(C)cc3ccccn3c-2c1C(=O)OC	-13.0	-1.4
COc1ccc(OC)c(S(=O)(=O)N2CCCC(C(=O)NCc3ccccn3)C2)c1 (stereo not drawn)	-13.9	1.4

Screening data (PubChem BioAssay)
